# Compound activity as filed in PubChem.
# MazEF act = activators of E. coli MazEF toxin-antitoxin RNase, primary screen, biochemical, fluorescence, uHTS | actives 0.32% (n = 350,000) | activation, % at 20 µM | Endoribonuclease toxin MazF (Escherichia coli (strain K12)), P0AE70 | FAM/BHQ RNA-DNA oligo cleavage fluorescence, 5 h | AID 504720, 2011; in the data active = activation above about 50%
# Target sequence (P0AE70 whole entry, looked up): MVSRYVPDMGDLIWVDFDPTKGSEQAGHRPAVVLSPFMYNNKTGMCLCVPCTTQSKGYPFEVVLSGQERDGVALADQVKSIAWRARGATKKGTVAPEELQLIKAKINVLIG
# PrPC surface inh = inhibitors of human cell surface prion protein PrPC, primary screen, cell-based, TR-FRET; Major prion protein (Homo sapiens), P04156; TR-FRET read-out; inhibition, % at 13.8 µM; actives 0.43% (n = 370,000); AID 720596, 2013; in the data active = inhibition above about 24%; note: 0% = median of the test wells and 100% = reference compound wells
# BoNT F protease = BoNT/F light chain protease inhibitors, primary screen, biochemical, flow cytometry, MLPCN library; Multiplex microsphere protease cleavage assay; inhibition, % at 10 µM; actives 0.22% (n = 360,000); Botulinum neurotoxin type F light chain protease (Clostridium botulinum); in the data active = inhibition above about 35%, passing the limit was not always enough; inconclusive = no clear call, values can overlap the other calls; note: plate controls were buffer without enzyme for full effect and enzyme alone for no effect
# BoNT-A LC inh2 = BoNT/A light chain protease inhibitors, primary screen, biochemical, flow cytometry, MLPCN library | Botulinum neurotoxin type A light chain protease (Clostridium botulinum A str. ATCC 3502) | multiplex microsphere protease substrate cleavage | inhibition, % at 10 µM | actives 0.17% (n = 360,000); note: plate controls were buffer without enzyme for full effect and enzyme alone for no effect
# CCHFV vOTU inh = CCHFV vOTU protease inhibitors, primary screen, biochemical, Pep-AMC substrate, fluorescence | Crimean-Congo hemorrhagic fever virus L polyprotein viral ovarian tumor (vOTU) protease … | inhibition, % at 11.5 µM | actives 0.55% (n = 370,000); in the data active = inhibition above about 30%; note: 0% = vehicle wells with enzyme and 100% = no enzyme wells
# SSB-PriA inh = inhibitors of Klebsiella pneumoniae PriA binding to SSB C-terminal tail, primary screen, biochemical, AlphaScreen | PriA–SSB C-terminal tail interaction (Klebsiella pneumoniae) | AlphaScreen SSBct-PriA binding, biotinylated peptide | inhibition, % at 33 µM | actives 0.6% (n = 430,000) | AID 1272365, 2023; in the data active = inhibition mostly above about 37%, no sharp cut-off; inactive = mostly below about 20%;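 note: plate controls were negative control peptide for no effect and reference peptide for full effect; strong numbers were not always called active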
# 3CLpro inhibitor = SARS-CoV 3CLpro protease inhibitors, primary screen, biochemical, quenched FRET. Replicase polyprotein 1ab (Severe acute respiratory syndrome coronavirus), P0C6X7. recombinant SARS-CoV 3CLpro, quenched FRET peptide cleavage. actives 0.14% (n = 290,000). inhibition, % at 6 µM; in the data active = inhibition above about 12%
# Rv3671c inh = Rv3671c serine protease inhibitors, primary screen, biochemical, fluorescence polarization, M. tuberculosis H37Rv; P9WHR9; inhibition, % at 5.96 µM; actives 0.048% (n = 320,000); AID 2606, 2010; in the data active = inhibition above about 38%;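 note: extracellular domain of Rv3671c used as enzyme; 0% = enzyme with DMSO and 100% = no enzyme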
# Target sequence (P9WHR9 whole entry, looked up, the tested form may be a part): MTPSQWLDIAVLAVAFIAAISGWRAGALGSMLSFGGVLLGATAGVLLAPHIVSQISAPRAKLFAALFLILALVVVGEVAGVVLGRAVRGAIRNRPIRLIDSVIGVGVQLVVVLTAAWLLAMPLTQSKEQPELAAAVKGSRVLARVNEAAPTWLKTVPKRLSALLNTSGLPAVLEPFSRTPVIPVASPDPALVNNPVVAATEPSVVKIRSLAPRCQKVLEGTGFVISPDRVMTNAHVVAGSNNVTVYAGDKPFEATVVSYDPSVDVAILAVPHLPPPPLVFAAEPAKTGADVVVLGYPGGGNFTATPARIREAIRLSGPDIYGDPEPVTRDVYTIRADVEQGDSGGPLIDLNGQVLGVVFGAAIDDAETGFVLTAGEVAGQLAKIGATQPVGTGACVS
# Anthrax LF inh2 = Bacillus anthracis LF protease inhibitors, primary screen, biochemical, multiplex microsphere, MLPCN library; actives 0.12% (n = 360,000); Lethal factor (Bacillus anthracis), P15917; multiplex microsphere protease cleavage assay; inhibition, % at 10 µM; AID 588501, 2011; note: plate controls were buffer without enzyme for full effect and enzyme alone for no effect
# VHR inh abs = VHR1 phosphatase inhibitors, primary screen, biochemical, absorbance, uHTS | AID 1654, 2009 | recombinant VHR phosphatase, pNPP absorbance | Dual specificity protein phosphatase 3 (Homo sapiens), P51452 | actives 0.52% (n = 290,000) | inhibition, % at 13.3 µM; in the data active = inhibition above about 50%; note: some compounds called inactive have numbers as strong as hits
# Target sequence (P51452 whole entry, looked up): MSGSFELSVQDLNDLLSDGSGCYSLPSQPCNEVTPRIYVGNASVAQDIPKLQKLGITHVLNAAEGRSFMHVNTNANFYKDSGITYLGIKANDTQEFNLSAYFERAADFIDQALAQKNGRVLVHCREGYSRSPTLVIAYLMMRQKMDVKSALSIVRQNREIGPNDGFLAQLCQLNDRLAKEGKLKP
# * hit, by the source's call; i = inactive; ? = inconclusive; nt = no result given; & = joins results of further samples. Cut-off read from the data, not from the text of the source, unless noted: active = inhibition above about 30%; inconclusive = no clear call, values can overlap the other calls; inactive = below that.
SMILES,MazEF act,PrPC surface inh,BoNT F protease,BoNT-A LC inh2,CCHFV vOTU inh,SSB-PriA inh,3CLpro inhibitor,Rv3671c inh,Anthrax LF inh2,VHR inh abs
CCC1(CCC(C)C)SC(N)=NC1=O (centres undefined),8,5,4,0.2,-10,nt,nt,nt,-2,nt
COc1cccc(CC(=O)OCC(=O)NNC(=O)c2ccc(Br)cc2)c1,4,6,-3,-0.7,5,-7,nt,-6,1,nt
Oc1ccccc1/C=N/N1CCCCC1,-6,7,-2,-1.9,4,nt,3,-8,-5,4
CCN(CC)c1ccc(NC(=O)CSc2ccsc2[N+](=O)[O-])c(C)c1,10,-15,1,0.9,-2,6,-5,3,0,5
COc1cc(C)ccc1S(=O)(=O)NC(=O)C1(C)CCN1C(=O)c1ccc(C2CCCCC2)cc1 (centres undefined),nt,-13,-1,-0.1,-9,nt,nt,nt,7,nt
O=c1c2c3c(sc2nc2n1N=C(c1cccs1)CS2)CCCC3,-45,-4,2,0.3,-15,-16,-3,1,-3,32
CC(C)c1nc(CN2CCCCC2)cc(=O)[nH]1,9,4,-4,-0.2,12,-12,-2,6,-3,17
CCCCCC(=O)NNC1=NCC(Cc2ccccc2)S1 (centres undefined),4,-2,-9,-1.0,-3,-4,3,-9,-3,8
CSc1nc(N)nc(SCC(=O)C(C)(C)C)c1C#N,4,8,1,0.1,4,-3,0,-5,1,10
COc1ccc(CCNC(=O)Nc2nc(C(N)CCc3ccccc3)cs2)cc1OC (centres undefined),nt,-7,-15,-0.3,-2,nt,nt,nt,0,nt

# Pulled by structure from above, two records:
SMILES,MazEF act,PrPC surface inh,BoNT F protease,BoNT-A LC inh2,CCHFV vOTU inh,SSB-PriA inh,3CLpro inhibitor,Rv3671c inh,Anthrax LF inh2,VHR inh abs
CCC1(CCC(C)C)SC(N)=NC1=O (centres undefined),8,5,4,0.2,-10,nt,nt,nt,-2,nt
COc1cccc(CC(=O)OCC(=O)NNC(=O)c2ccc(Br)cc2)c1,4,6,-3,-0.7,5,-7,nt,-6,1,nt

# Later entries
SMILES,MazEF act,PrPC surface inh,BoNT F protease,BoNT-A LC inh2,CCHFV vOTU inh,SSB-PriA inh,3CLpro inhibitor,Rv3671c inh,Anthrax LF inh2,VHR inh abs
COCC(=O)N1CCC(Oc2ccc(C(=O)NCc3csc(C(C)C)n3)cc2)CC1,4,-4,0,-1.6,5,14,-1,-3,0,-2
CC(=O)c1cccc(NC(=O)COC(=O)Cn2cnc3ccccc32)c1,4,-8,-5,0.1,14,9,nt,6,-10,nt
Cc1ccc(NC(=O)N[C@H](C(=O)O)C(C)C)c(C)c1,4,-4,-4,-1.0,-5,-29,-1,6,-3,-15
COc1ccccc1CNC(=O)CCS(=O)(=O)c1ccc2c(c1)CC(C)N2C(=O)C1CC1 (centres undefined),-3,-2,10,0.3,-1,-13,-3,-8,2,-5
CCCCc1nc(Cl)c(CO)n1Cc1ccc(-c2ccccc2-c2nnn[nH]2)cc1,-1,-5,4,0.4,8,-2,nt,-1,-4,nt
Cc1ccc(N(C(=O)Nc2ccccc2)C2=NCCC2)cc1,4,6,-8,-0.4,-13,-6,9,3,-10,-2
COc1ccc(-c2nc3ccccc3n2Cc2ccc(C)cc2)cc1,-2,0,-6,0.4,3,2,-1,-7,1,-13
Cc1ccc(S(=O)(=O)N(CCCN(C)C)Cc2ccc3c(c2)OCO3)cc1,3,-9,?,0.6,-16,1,-1,5,0,14
CCCC1C2CN(C(C)=O)CC=C2C(C#N)=C(N)C1(C#N)C#N (centres undefined),1,-2,2,-0.2,1,-9,-3,-1,0,14
COc1cc(-c2nn3c(-c4cccnc4)nnc3s2)cc(OC)c1OC,10,-3,-5,-0.4,2,-12,5,3,-2,20
CC(=O)Nc1ccc(NC(=O)C2CCN(S(=O)(=O)c3cccc4nonc34)CC2)cc1,10,-43,7,0.6,8,0,8,-9,0,20
COc1ccc2c(c1)C(c1ccc(N(CCCl)CCCl)cc1)=NCC2,-5,-11,0,-0.4,0,-2,nt,nt,-6,nt
CCc1ccc(CN2CCC(Oc3ccc(C(=O)NCc4ccccn4)cc3)CC2)o1,-3,-2,-1,0.5,-4,0,2,-4,-1,-8
Fc1cccc(Cc2c(-c3ccco3)nc3ccc(Br)cn23)c1,nt,51*,-9,2.3,1,nt,nt,nt,3,nt
O=C(O)CSCc1nc2ccccc2[nH]1,5,1,-2,0.4,7,-13,-4,1,-5,26
Cc1cc(C)cc(OCC(=O)OCC(=O)NCCC2=CCCCC2)c1,3,-1,0,-0.1,2,-16,2,5,1,1
O=C1CN=C(c2ccc(Cl)cc2)c2oc3ccccc3c2N1,1,-5,-17,-0.8,3,-7,2,-6,-4,23
Cc1ccc(OCC(O)CNS(=O)(=O)c2ccccc2C(=O)N2CCCCC2)cc1 (centres undefined),0,1,0,1.9,6,-6,0,2,?,33
COc1ccccc1C(=O)Nc1cc(C)ccc1NC(=O)c1ccco1,-8,-6,10,-1.1,-6,-25,1,5,-1,32
CC(=O)C1=C(c2ccccc2)OC(N)=C(C#N)C1c1ccccc1C (centres undefined),11,-2,-4,0.3,0,-2,-2,-6,-1,-13
N#CCS(=O)(=O)c1ccccc1,6,-5,-7,0.2,-3,1,5,-6,3,28
O=P(c1ccccc1)(c1ccccc1)C(O)c1cccs1 (centres undefined),5,5,-3,-0.2,8,nt,nt,nt,7,nt
CC(C)c1cccc(C(C)C)c1OC(=O)[C@H]1OC(C(C)(C)C)=C[C@@H]1c1ccccc1,0,-2,-2,0.2,1,-16,nt,-1,-7,nt
CCn1c(SCC(=O)O)nnc1-c1cccnc1,2,-4,-1,0.2,-6,-3,-4,4,5,2
COc1ccc(OC)c(S(=O)(=O)Oc2ccc(N)c3ccccc23)c1,-1,-21,?,-4.1,30*,-13,nt,-33,11,nt
O=C(CSc1ccccn1)Nc1cccc2ccccc12,3,16,-18,-0.6,-2,0,2,-1,-2,-10
CCC(=O)N1c2ccc(S(=O)(=O)CCC(=O)N3CCN(c4ccccc4)CC3)cc2CC1C (centres undefined),0,5,-1,0.2,16,-2,0,-4,2,18
Nc1ccccc1C(=O)OCCOc1ccccc1,7,4,3,0.0,-14,-82,4,2,-3,12
O=C(Nc1nncs1)c1cc(-c2ccco2)nc2ccccc12,-2,5,1,0.1,-13,-11,nt,5,-1,nt
C/C(=N\NC(=O)c1ccn(C)n1)c1ccco1,3,-6,3,2.0,6,nt,-9,11,12,10
Cc1noc(C)c1CSCC(=O)Nc1cc(Cl)ccc1N1CCOCC1,-1,-1,-4,-0.8,-6,16,-4,-9,-4,25
COc1ccc(NS(=O)(=O)c2ccc(F)c(Cl)c2)cn1,-59,7,-4,1.1,12,-8,2,-2,-4,8
COc1cc2c(cc1OC)C(C(=O)O)C(c1ccc(C)o1)N(C)C2=O (centres undefined),3,-3,-11,-0.3,-4,-1,-7,6,0,2
CCCc1nc(-c2ccccc2O)n(-c2ccccc2)n1,7,-5,-7,-0.8,3,-28,-8,1,-5,7
COc1cccc(NC(=O)Nc2nc(SC)ns2)c1,6,12,14,-1.0,0,-3,2,-6,21,5
O=C(C(=O)N1CCN(c2cccc(Cl)c2)CC1)c1cn(CC(=O)N2CCOCC2)c2ccccc12,5,-1,0,-1.0,20,5,-6,-3,-3,1
COc1cc(C2c3cc4c(c(O)c3CC3COC(=O)C32)OCO4)cc(OC)c1OC (centres undefined),11,2,-11,-0.3,7,-2,nt,nt,-4,nt
CCc1cccc2c(C(=O)COC(=O)c3cnc(C)cn3)c[nH]c12,2,-4,-6,-0.3,0,-6,nt,3,-15,nt
CCC(=O)N/C(=N/c1nc(C)cc(C)n1)Nc1ccc(C)cc1,0,7,9,-2.0,13,nt,4,5,23,nt
C=CCCC(=O)Nc1nc(C)c(-c2csc(Nc3cc(OC)ccc3OC)n2)s1,-4,2,-1,-0.1,11,24,2,13,1,20
O=C(Nc1ccccc1)Nc1cccc2ccccc12,-3,-8,0,-0.5,-7,0,1,2,-3,-1
S=C(NCc1ccco1)N/N=C/c1ccncc1,9,-8,?,?,7,i,-5,-13,-13,1
COc1ccc(/C=N/N=C(\N)c2nonc2N)cc1OC,3,2,-1,-0.8,11,nt,6,6,-6,-3
O=C(COc1ccccc1)OC(C(=O)c1ccccc1)c1ccccc1 (centres undefined),-2,3,-7,-0.8,-8,-46,2,-6,-2,-9
CCOc1ccc(NC(=O)Cc2ccc(S(=O)(=O)N3CCCCC3)cc2)cc1OCC,8,13,?,2.3,2,10,nt,7,-4,nt
Cc1nn(-c2ccccc2)c(Cl)c1/C=N/NC(=O)c1ccccc1F,3,-6,-107,-26,-7,i,-1,3,-34,9
CC(=O)NCCOc1ccc(C(=O)O)cc1,-1,-5,-10,-0.2,1,-19,-4,5,-2,-1
COc1ccc(NC(=S)N(CCN2CCCCC2)Cc2ccco2)cc1,0,-12,-5,0.5,0,2,0,10,-3,16
Cc1ccc(S(=O)(=O)CC(=O)Nc2ncc([N+](=O)[O-])s2)cc1,5,-6,-29,-2.1,2,0,-1,2,4,-10
CC(=O)c1c(C)[nH]c(C(=O)COC(=O)c2cccc(S(=O)(=O)N(C)c3ccccc3)c2)c1C,-17,10,-4,-1.2,-1,-7,-1,-35,-3,-1

# (next part)
SMILES,MazEF act,PrPC surface inh,BoNT F protease,BoNT-A LC inh2,CCHFV vOTU inh,SSB-PriA inh,3CLpro inhibitor,Rv3671c inh,Anthrax LF inh2,VHR inh abs
Cc1ccccc1Nc1n[nH]c(=S)s1,3,-3,-10,-0.1,-9,nt,nt,nt,5,nt
COc1ccc(CN2Cc3cnnn3-c3ccccc3C2C)cc1 (centres undefined),1,10,-1,0.3,4,-5,nt,nt,-8,nt
O=C(N/N=C/c1ccoc1)c1ccccc1Br,-1,8,2,0.8,2,nt,0,nt,0,8
C/C(CCc1ccccc1)=N\NC(=O)CCc1ccccc1,-1,3,0,-0.4,4,nt,-5,9,-1,-8
c1cnc(N2CCN(Cc3ccc4c(c3)OCO4)CC2)nc1,-4&1,-7&6,-6&-6,-0.2&0.6,-2&-4,-4,4&-4,10&1,-3&3,21&24
CCOc1nc2ccccc2cc1C=O,6,-3,-3,-0.2,8,-17,4,-3,-1,-1
COc1ccc(N2CCN(S(=O)(=O)CCNS(=O)(=O)c3ccccc3)CC2)cc1,6,9,0,2.9,0,13,nt,-3,-4,nt
c1ccc(-c2n[nH]c3ccccc23)cc1,0,nt,-16,-0.7,nt,3,-3,-2,-6,6
CCOC(=O)C1CCN(C(=O)C2CCCN(S(=O)(=O)c3ccc(OC)c(Cl)c3)C2)CC1 (centres undefined),2,-3,5,2.1,12,-3,0,7,-1,22
Cc1ccc2[nH]cc(CCCN3C(=O)c4ccccc4C3=O)c2c1,2,-14,-3,-1.2,13,2,-3,-5,-1,-1
CCC(c1nnnn1-c1c(C)cccc1C)N1CCCN(Cc2ccc(F)cc2)CC1 (centres undefined),nt,-8,0,-0.8,5,nt,nt,nt,-6,nt
Cc1c(Cl)cccc1NCC(=O)NN=C1CCCC1,8,-8,-5,-1.1,2,-9,5,5,-3,9
COc1cccc(C(c2c(NC(=O)c3ccco3)sc(C)c2C)N2CCOCC2)c1 (centres undefined),-3,-6,-2,1.7,0,7,nt,2,3,nt
O=C(O)C1C2CCC(C2)C1C(=O)Nc1cccc([N+](=O)[O-])c1 (centres undefined),-9,3,-8,0.3,-9,-5,0,nt,-5,4

# This is a subset, so the mix of outcomes need not match the whole.
